NS5 inhibitors: flavivirus cap methylation enzyme inhibition – biochemical, confirmation dose response, primary screen (AID 588689). Dengue-2 NS5 methyltransferase capping enzyme assay, biochemical; higher % means a stronger effect. inhibition, % at 25 µM; hits with a dose series show IC50 in µM. hit rate 0.3% among 340,000; in the data active means a potency from the dose series; inconclusive means inhibition above about 29% without an active follow-up result
LYP phosphatase: PTPN22 lymphoid phosphatase activity blockers – biochemical, fluorescence intensity, uHTS (AID 1779); recombinant LYP phosphatase, fluorescence intensity; higher % means a stronger effect; inhibition, % at 11.5 µM, or IC50 in µM where a hit was titrated; hit rate 0.054% among 290,000; in the data active means inhibition above about 50%;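 further: plate controls were vehicle with enzyme for no effect and no enzyme for full effect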
Siah-1 displacement: Siah-1 peptide-binding antagonists, primary screen, biochemical, fluorescence polarization, rhodamine-plectin, uHTS (AID 1817); Siah-1 / rhodamine-plectin peptide fluorescence polarization; higher % means a stronger effect; hit rate 0.02% among 290,000; one-dose displacement, % at 20 µM; IC50 in µM for titrated hits;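 active means displacement of at least 50% at 20 µM, with a fluorescence ratio check between 0.3 and a set limit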;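 further: plate controls were Siah plus tracer with DMSO for no effect and tracer alone without Siah for full effect; strong numbers were not always called active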
XIAP displacement: small molecules displacing peptide from XIAP – biochemical, IAP family, fluorescence polarization (AID 1018). one-dose displacement, % at 20 µM; IC50 in µM for titrated hits. XIAP BIR domain, fluorescence polarization peptide displacement; higher % means a stronger effect. hit rate 0.007% among 200,000; in the data active means displacement above about 50%; further: a part of the inactive calls stands beside numbers as strong as those of hits
Rac1 GTP hydrolysis: MgcRacGAP GTPase-activating activity inhibitors, confirmation, biochemical, ADP Hunter fluorescence; MgcRacGAP-stimulated Rac1 GTP hydrolysis, ADP Hunter fluorescence; higher % means a stronger effect; GST-tagged Rac1 F28L mutant substrate; hit rate 0.6% among 340,000; inhibition, % at 30 µM; hits with a dose series show IC50 in µM; AID 624330;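 active means first-screen hits whose inhibition reached a set limit at any dose in the follow-up dose series; inconclusive means inhibition above the set first-screen limit but never retested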;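 further: fluorescence reports GDP produced by GAP-driven GTP hydrolysis; strong numbers were not always called active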
AID2073: inhibitors of Mint1-CaV2.2 protein interaction, biochemical, HTRF (AID 2073) | HTRF protein-protein interaction, Mint1-CaV2.2; higher % means a stronger effect | inhibition, % at 20 µM; hits with a dose series show IC50 in µM | hit rate 0.19% among 290,000; in the data active means inhibition mostly above about 51%, no sharp cut-off; inconclusive means no clear call, values can overlap the other calls; inactive means mostly below about 53%; further: some results filed as inactive read as strong as hits
SV40 large T antigen: SV40 large T antigen inhibitors, biochemical (AID 1903); hit rate 0.39% among 310,000; SV40 large T antigen ATPase/helicase inhibition assay; higher % means a stronger effect; inhibition, % at 20 µM, or IC50 in µM where a hit was titrated; in the data active means a potency from the dose series; inconclusive means inhibition mostly from about 32% at the one dose, without a potency; inactive means the rest, 99 in 100 with inhibition below about 32%; further: strong numbers were not always called active
RSV antiviral HEp-2: inhibition of RSV-induced cytopathic effect – HEp-2 cells, primary 10 µM value included (AID 2391); HEp-2 cells, RSV-induced CPE inhibition; higher % means a stronger effect; CPE inhibition, % at 10 µM; hits with a dose series show IC50 in µM; hit rate 0.13% among 310,000; in the data active means a potency from the dose series; inconclusive means CPE inhibition mostly from about 23% at the one dose, without a potency; inactive means the rest, 99 in 100 with CPE inhibition below about 21%; further: strong numbers were not always called active
HIV fusion peptide: cell-free HIV fusion peptide-binding blockers – biochemical, uHTS, fluorescence dequenching, primary screen (AID 1986) | hit rate 0.3% among 290,000 | inhibition, % at 20 µM, or IC50 in µM where a hit was titrated | cell-free peptide binding, fluorescence dequenching, 30 min; higher % means a stronger effect; in the data active means inhibition mostly above about 52%, no sharp cut-off; inactive means mostly below about 76%; further: some results filed as inactive read as strong as hits
NS5 inhibitors pilot replicate: recorded beside NS5 inhibitors, whose call it bears; inhibition, %; measured here: pilot screen replicate inhibition
Numbers without * were called inactive; ? = inconclusive; · = not tested or not shown.

SMILES | NS5 inhibitors | LYP phosphatase | Siah-1 displacement | XIAP displacement | Rac1 GTP hydrolysis | AID2073 | SV40 large T antigen | RSV antiviral HEp-2 | HIV fusion peptide | others
CCOC(=O)C1=C(C)N=C2SC(C)C(=O)N2C1c1ccc(C(=O)OC)cc1 (configuration not stated) | -5% | -6% | -3% | -4.3% | 6% | -8% | 19% | 4.6% | -3.5%
COc1cccc(NC(=O)c2cnsn2)c1 | -8% | -8% | -3% | -6.1% | 4% | 0% | -1% | -1.2% | -0.6% | NS5 inhibitors pilot replicate=-8.2
CCN1C(=O)C(CC(=O)Nc2ccc(F)cc2)N(Cc2ccco2)C1=S (configuration not stated) | -8% | -6% | 2% | -12% | 3% | -6% | -1% | 0.0% | 0.3%
C/C(N)=C(/C#N)C(=O)COC(=O)c1ccc(OCC2CCCO2)cc1 (configuration not stated) | -12% | -6% | 1% | · | 11% | 14% | -4% | 0.1% | -1.7%
Cc1cc(C(=O)NN=C2CCCC2)c2ccccc2n1 | -9% | · | · | · | 4% | · | 9% | -1.1% | ·
CCCCNC(=O)Cn1cnc2c(cnn2-c2ccc(C)cc2)c1=O | -4% | -8% | 1% | · | 6% | 3% | 10% | 1.2% | 2.1% | NS5 inhibitors pilot replicate=-3.1
COc1ccc(OCCCn2c(=O)oc3ccccc32)cc1 | -4% | -3% | 2% | -7.3% | 11% | -1% | 5% | 2.1% | -1.5%
COC(=O)CCC(=O)NNC(=O)Cc1ccccc1 | 1% | -6% | 1% | -6.0% | 5% | -8% | -7% | 0.5% | -1.6%
O=C(NNc1ccc(F)cc1F)c1c(F)cccc1Cl | -4% | -5% | 6% | · | 9% | 72% | 16% | · | -1.5%
CC(C)CC(c1nnnn1C1CCCC1)N1CCN(C(=O)c2ccco2)CC1 (configuration not stated) | -3% | -6% | 2% | -1.9% | -5% | 9% | 18% | 2.5% | 0.0%
COc1ccccc1N1CCN(/N=C/c2ccc(O)c(O)c2)CC1 | · | -1% | 2% | -2.4% | · | 46% | 15µM* | 1.0% | 14%
CCN1C(=O)CC(C(=O)NC)SC1=Nc1cc(Cl)c(O)c(Cl)c1 (configuration not stated) | 6% | -8% | 1% | 0.3% | 21% | -2% | ? | 0.8% | -1.4%
CCOC(=O)c1ccc(NC(=O)Cn2nnc(-c3ccccc3C)n2)cc1 | -3% | -2% | 3% | -2.1% | 7% | 2% | -3% | 9.0% | 1.1%
Cc1oc(-c2ccc(Cl)cc2)nc1CN1CCCN(C(=O)c2ccco2)CC1 | -3% | -4% | 7% | · | 11% | 15% | 27% | 15% | 3.8%
CCOC(=O)c1nnn(-c2nonc2N)c1-c1ccc(Br)cc1 | 2% | -2% | 8% | -2.0% | 7% | -2% | -2% | 0.5% | 0.7%
Nc1c(S(=O)(=O)c2cccc(Cl)c2)c2nc3ccccc3nc2n1CCN1CCOCC1 | -3% | -1% | 6% | -3.8% | 5% | 6% | 11% | -0.1% | 1.4% | NS5 inhibitors pilot replicate=-0.6
COc1ccc2c(c1)CCc1c(C(=O)Nc3ccc(OC)c(OC)c3)noc1-2 | 2% | -6% | 2% | -1.3% | 10% | 42% | 9% | 1.4% | -3.3%
CCN(C(=O)COC(=O)c1cccc(-n2cnnn2)c1)C1CCCCC1 | -5% | 0% | -3% | -6.8% | 12% | 0% | 4% | 0.3% | 0.2%
Cc1oc(-c2cccs2)nc1CN1CCC(CO)(CCOc2ccccc2)CC1 | 1% | -9% | 6% | -1.0% | 11% | 18% | 19% | -1.9% | -0.7%
Cc1ccc(C(=O)Nc2ccc(Cl)cc2C)c(Cl)c1 | -2% | 6% | 3% | -1.6% | 3% | -6% | 5% | ? | 3.7%
CC1CCCCN1S(=O)(=O)c1coc(C(N)=O)c1 (configuration not stated) | -1% | -7% | -3% | -4.2% | -1% | 23% | -2% | 0.8% | -1.6%
O=C1NCCCC2c3c(cc(Br)c(O)c3Br)OC12N1CCOCC1 (configuration not stated) | 17% | -9% | -1% | -8.6% | 8% | -18% | 29% | 2.4% | 0.5% | NS5 inhibitors pilot replicate=-2.3
CNc1ncnc2sc(-c3ccccc3)cc12 | 0% | -4% | -6% | -2.4% | 26% | 5% | 3% | 4.2% | 7.1%
Cc1ccc(NC(=S)NCc2ccc3c(c2)OCO3)cc1 | -1% | -7% | -3% | -3.4% | 3% | -2% | 16% | 4.8% | -0.7%
NS(=O)(=O)c1cc2c(cc1Cl)NC=NS2(=O)=O | -6% | -3% | 4% | -5.0% | -1% | -6% | 13% | -1.6% | -0.9%
More records.
SMILES | NS5 inhibitors | LYP phosphatase | Siah-1 displacement | XIAP displacement | Rac1 GTP hydrolysis | AID2073 | SV40 large T antigen | RSV antiviral HEp-2 | HIV fusion peptide | others
Nc1nc(SCC(=O)NCCCO)nc2sc3c(c12)CCC3 | -1% | -2% | 9% | -6.7% | 14% | 0% | 17% | 0.8% | 1.9%
O=c1c2ccccc2cnn1Cc1n[nH]c(=S)n1-c1ccccc1Cl | -2% | -9% | -1% | -3.8% | -7% | -2% | -1% | 3.2% | 1.0%
Cc1cc(C)c(S(=O)(=O)c2ccccc2Cl)c(=O)[nH]1 | -4% | -3% | 5% | · | · | 12% | 5% | 1.4% | -1.4%
CCc1ccc(-c2cc(C(=O)NCc3ccccn3)c3ccccc3n2)cc1 | -4% | -6% | -11% | -5.1% | 1% | 6% | 0% | 5.6% | -2.2%
C=C1[C@@H](OC(C)=O)CC[C@]2(C)[C@@H]1C[C@@H]1C[C@H](OC(C)=O)C(C)=C([C@@H](OC(C)=O)[C@@H]2OC(C)=O)C1(C)C | -6% | -3% | 4% | · | 10% | 11% | 11% | -0.2% | -1.1%
COc1ccccc1CN=C1NC(=O)C(CC(=O)Nc2ccc(OC)c(OC)c2)S1 (configuration not stated) | 9% | 4% | -3% | -6.1% | -4% | 32% | 20% | -1.6% | 1.7%
O=C(NC(=S)NN1CCCCC1c1cccnc1)c1ccc(Cl)cc1Cl (configuration not stated) | 4% | -7% | -4% | · | 2% | 5% | 8% | 0.2% | -0.2%
COc1ccccc1N1CCN(CC(=O)Nc2nc(C)c(C(=O)N(C)C)s2)CC1 | · | -2% | 2% | · | 12% | 2% | 26% | 1.8% | 0.0%
N#Cc1ccc(-c2cccnc2)nc1SCC(N)=O | · | -5% | 2% | · | · | 15% | 16% | 9.0% | -1.7%
CN1CCN(NC(=O)Nc2ccc(Br)cc2Cl)CC1 | -6% | -7% | -5% | · | 8% | 4% | 8% | 0.0% | -0.6%
CCCCOC(=O)Nc1ccc(N2CCCCC2)cc1 | -5% | -2% | 3% | -6.4% | 19% | -2% | 18% | 2.2% | 0.4%
CC(C)Cc1csc(NC(=O)c2ccc(F)cc2)c1C(=O)O | 4% | 6% | 0% | -1.5% | 12% | 12% | 1% | 5.1% | 19%
COc1cccc(SCc2noc(C(=O)NCCCN3CCOCC3)c2C(=O)NCCCN2CCOCC2)c1 | 1% | · | · | · | 0% | · | 20% | -1.4% | ·
CC(C)c1ccc(/C=N/NC(=O)c2nnn(-c3nonc3N)c2CSC2=NCCS2)cc1 | 3% | 6% | 5% | -4.9% | 10% | 15% | 6% | 4.2% | 0.5%
Cc1cc2c(NC(=O)Nc3ccc(C(F)(F)F)cc3)cccc2nn1 | -2% | -3% | 9% | · | 1% | -14% | 13% | 2.0% | -1.1%
COc1ccccc1NC(=S)N(Cc1ccc(C(=O)O)cc1)Cc1ccc(OC)c(OC)c1 | -6% | -6% | -8% | -7.0% | 6% | -12% | 12% | 1.0% | -0.8%
Cc1c([N+](=O)[O-])cc(C(=O)Oc2ccc(Br)cc2C(=S)N2CCCCC2)cc1[N+](=O)[O-] | -4% | -1% | 3% | -7.1% | 11% | -5% | 5% | -1.0% | 1.2%
Cn1c(=O)c2cc(S(=O)(=O)Nc3cccc(F)c3)ccc2n(C)c1=O | 1% | -4% | 1% | -8.6% | -5% | -2% | 3% | 0.9% | -1.8%
CCOC(=O)C1CCN(C(=O)c2cc3ccc(OC)cc3[nH]2)CC1 | -5% | -2% | -1% | · | · | 1% | 3% | 0.9% | -0.1%
COc1cccc(CN2CCN(Cc3cccn3-c3cccnc3)CC2CCO)c1 (configuration not stated) | 0% | 0% | -5% | 3.4% | -4% | -2% | 7% | -0.6% | 1.5%
C=CCNC(=O)CC(=O)N/N=C/c1cccc(Br)c1 | -1% | -1% | 1% | -3.5% | -2% | 19% | 21% | 3.4% | -0.5%
Cn1c(=O)oc2cc(S(=O)(=O)N3CCCc4ccccc43)ccc21 | -2% | -6% | 2% | -8.6% | 14% | -1% | 26% | 1.1% | 1.7%
C/C=C/C(=O)OCC(=O)Nc1cccc(F)c1 | -9% | 7% | -2% | -8.8% | 3% | -2% | 6% | 2.2% | -0.4%
CCn1c(C)cc2c(c1=O)C(c1ccncc1)C(C#N)=C(N)O2 (configuration not stated) | -7% | -3% | 6% | -1.1% | 4% | -16% | 20% | 0.8% | -1.9%

Assay outcomes (PubChem BioAssay)
